TLR9-MyD88 inh – blocks human TLR9 binding to MyD88 | inhibition, % at 4.98 µM | actives 0.21% (n = 340,000) | CHO BLA complementation TLR9-MyD88, CCF4 FRET ratio;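 active means inhibition above the mean over all tested compounds plus 3 SD, cut at about 21% in these data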;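 further: 0% = DMSO only wells and 100% = clavulanate BLA inhibitor control wells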
Exocytosis inh – blocks lytic granule exocytosis | TALL-104 LAMP-1 surface exposure, flow cytometry; cells stimulated with thapsigargin and PMA | inhibition, % at 10 µM | actives 0.66% (n = 360,000) | AID 651702;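 active means inhibition above about 55%, limit read from the data; inconclusive means no clear call, values can overlap the other calls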
SRC1 inh – inhibits human SRC1 coactivator; actives 0.12% (n = 360,000); HEK293 GAL4-SRC1 luciferase reporter, luminescence; inhibition, % at 3.6 µM;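 active means inhibition above the campaign mean plus 3 SD, with each screening campaign given its own cutoff, cut at about 60% in these data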;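 further: 0% = DMSO treated cells and 100% = gossypol at 36 µM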
NR2F2 inh – inhibitors of human COUP-TFII (NR2F2); P24468; HEK293T NGFI-A luciferase reporter, luminescence; inhibition, % at 8.6 µM; actives 0.7% (n = 370,000); AID 686940;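 active means inhibition above a per-plate cutoff, mean inhibition of test wells between control levels plus 3 SD, cut at about 38% in these data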;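 further: cells cotransfected with COUP-TFII expression vector driving the NGFI-A reporter; 0% = median of COUP-TF2 test wells and 100% = reporter-only cells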
LRH-1 inv ag – NR5A2 inverse agonism in reporter assay; HEK293T StAR-luciferase reporter, LRH-1 transfected, 24 h; O00482; actives 0.13% (n = 360,000); inhibition, % at 3.6 µM;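 active means inhibition above the mean inhibition of all tested compounds plus 3 SD, cut at about 73% in these data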;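 further: 0% = DMSO wells and 100% = reporter-only cells lacking LRH-1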
SRC3 inh – inhibitors of human steroid receptor coactivator 3 (SRC3); Q9Y6Q9; HEK293 GAL4-SRC3 luciferase reporter, luminescence; inhibition, % at 3.6 µM; actives 0.17% (n = 360,000); AID 588352;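 active means inhibition above a per-campaign cutoff, the mean of all compounds plus 3 SD, cut at about 60% in these data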;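 further: 0% = DMSO-treated cells and 100% = gossypol-treated cells at 36 µM; higher means less SRC3-driven luciferase light from the GAL4 reporter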
TWEAK Fn14 block – TWEAK-Fn14 signaling inhibition; TWEAK-stimulated Fn14 reporter cells, luciferase luminescence, 8 h; inhibition, % at 10 µM; actives 2% (n = 360,000); in the data active means inhibition above about 50%
NOD2 RIPK2 PPI – blocks binding of human NOD2 to RIPK2 | O43353 | actives 0.38% (n = 360,000) | CHO BLA complementation NOD2-RIPK2, CCF4 ratio | inhibition, % at 4.98 µM | AID 624267; in the data active means inhibition above about 21%;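 further: 0% = vehicle only and 100% = reference blocker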
SRC2 inh – human SRC2 (NCOA2) inhibition; actives 0.17% (n = 370,000); AID 651957; inhibition, % at 9 µM; Q15596; HEK293 GAL4-SRC2 luciferase reporter, luminescence;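 active means inhibition above the mean inhibition of all tested compounds plus 3 SD, set per campaign, cut at about 52% in these data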;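 further: 0% = DMSO treated cells and 100% = cells given Gossypol at 36 µM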
Target sequence (Q15596 whole entry, looked up, the tested form may be a part): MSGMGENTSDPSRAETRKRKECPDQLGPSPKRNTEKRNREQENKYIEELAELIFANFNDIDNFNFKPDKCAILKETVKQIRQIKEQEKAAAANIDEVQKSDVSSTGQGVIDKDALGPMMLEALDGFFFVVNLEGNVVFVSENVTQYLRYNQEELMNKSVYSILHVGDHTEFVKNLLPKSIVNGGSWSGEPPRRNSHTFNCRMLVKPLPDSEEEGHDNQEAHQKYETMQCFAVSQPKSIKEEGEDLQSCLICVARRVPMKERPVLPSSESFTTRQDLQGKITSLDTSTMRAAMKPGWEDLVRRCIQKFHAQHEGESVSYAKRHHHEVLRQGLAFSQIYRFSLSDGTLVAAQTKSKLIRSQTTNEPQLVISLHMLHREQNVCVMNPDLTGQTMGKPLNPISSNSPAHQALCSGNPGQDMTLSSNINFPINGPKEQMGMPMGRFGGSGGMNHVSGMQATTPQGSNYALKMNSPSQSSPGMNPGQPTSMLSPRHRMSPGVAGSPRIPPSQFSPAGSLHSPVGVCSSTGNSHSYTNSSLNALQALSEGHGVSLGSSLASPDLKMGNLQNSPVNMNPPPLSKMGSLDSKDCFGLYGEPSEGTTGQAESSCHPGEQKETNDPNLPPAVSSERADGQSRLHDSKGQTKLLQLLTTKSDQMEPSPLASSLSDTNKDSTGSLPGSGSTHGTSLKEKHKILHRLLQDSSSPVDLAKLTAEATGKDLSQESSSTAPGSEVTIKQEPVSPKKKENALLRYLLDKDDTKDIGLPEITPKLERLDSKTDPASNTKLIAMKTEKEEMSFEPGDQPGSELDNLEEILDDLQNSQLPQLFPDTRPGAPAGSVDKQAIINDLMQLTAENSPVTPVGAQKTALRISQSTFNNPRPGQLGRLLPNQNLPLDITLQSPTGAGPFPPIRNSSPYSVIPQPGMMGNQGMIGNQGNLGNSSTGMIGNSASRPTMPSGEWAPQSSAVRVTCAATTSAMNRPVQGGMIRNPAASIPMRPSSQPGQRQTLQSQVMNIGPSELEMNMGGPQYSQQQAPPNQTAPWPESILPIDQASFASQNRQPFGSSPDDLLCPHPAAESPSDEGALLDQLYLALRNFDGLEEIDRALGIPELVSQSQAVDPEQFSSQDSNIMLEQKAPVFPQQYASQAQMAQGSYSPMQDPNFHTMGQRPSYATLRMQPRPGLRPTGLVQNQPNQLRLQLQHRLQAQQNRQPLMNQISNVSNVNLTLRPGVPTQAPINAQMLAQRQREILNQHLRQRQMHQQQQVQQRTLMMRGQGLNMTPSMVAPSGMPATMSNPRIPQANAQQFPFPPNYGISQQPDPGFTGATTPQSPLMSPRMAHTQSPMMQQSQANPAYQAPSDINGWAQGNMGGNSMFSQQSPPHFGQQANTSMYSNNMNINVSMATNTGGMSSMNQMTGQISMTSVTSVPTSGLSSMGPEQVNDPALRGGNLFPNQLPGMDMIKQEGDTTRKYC
ABHD5-PLIN5 inh – inhibitors of human ABHD5-perilipin-5 interaction; Split G. princeps luciferase complementation, luminescence, 4 h; inhibition, % at 4 µM; actives 0.78% (n = 360,000);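 active means inhibition above the mean inhibition across every tested compound plus 3 SD, cut at about 22% in these data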;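 further: 0% = DMSO only wells and the 100% control is not disclosed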
TROY signal inh – TROY signaling inhibition; Q293 LMP1-TROYcd NF-kB luciferase reporter, 4 h; inhibition, % at 10 µM; actives 0.98% (n = 360,000); AID 1347056;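 active means compounds whose plate-normalised and pattern-corrected inhibition of the luciferase reporter signal at the single screening dose is 50% or more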
* marks the source's active call; other numbers are inactive results; ? = inconclusive; · = not tested or not shown; & = joins results of further samples. An excerpt (hit frequency here may not be typical).

SMILES	TLR9-MyD88 inh	Exocytosis inh	SRC1 inh	NR2F2 inh	LRH-1 inv ag	SRC3 inh	TWEAK Fn14 block	NOD2 RIPK2 PPI	SRC2 inh	ABHD5-PLIN5 inh	TROY signal inh
N#Cc1c(N)n(CCNC(=O)c2cccs2)c2nc3ccccc3nc12	-1	-7	-5	-8	5	-3	-5	-7	-2	-14	4
CN1CCN(C(=O)c2cccc(-c3cccc4nccn34)c2)CC1	·	-2	4	0	19	-3	10	-11	6	-3	-11
O=S(=O)(c1cc(Cl)ccc1Cl)n1nnc2ccccc21	-17	-7	-42	5	-8	20	1	-9	13	3	10
COC(=O)c1c(N)c2ccccc2[nH]c1=O	-15	0	-11	14	-14	25	6	-9	-30	3	-12
COc1ccc(CCNS(=O)(=O)c2ccc3c(c2)OCCO3)cc1OC	-10	0	-6	-6	4	19	-2	-1	8	5	19
COc1ccc([N+](=O)[O-])cc1NC(=O)c1cccnc1	-5	-6	6	13	-1	-12	5	1	-27	4	-32
COc1ccccc1C(=O)NCCC(=O)NCC(c1ccccc1)N(C)C (stereo not given)	-11	18	-2	-5	15	6	-15	-3	-9	-3	1
CSc1ccc(C(=O)C2CCCN(C(=O)c3nonc3C)C2)cc1 (stereo not given)	-17	-2	-25	-1	14	4	-10	-9	-61	-3	-33
COc1ccc(C(=O)OCC(=O)NC2CC2)cc1S(=O)(=O)Nc1ccc(C)cc1	-7	-3	-7	-2	24	11	2	-4	14	0	21
C=CCOC(=O)C1=C[C@H](c2csc3ccccc23)[C@@H](CCCO)[C@H](OCC)O1	-5	1	4	16	11	8	-13	-7	15	-2	2
Cn1c(COc2ccc(Cl)cc2)nnc1SCC(=O)NC1CC1	4	0	10	-5	-4	4	-3	12	10	-1	-7
COCCOC1CCN(C(=O)C2CCC(=O)N(CCc3cccc(F)c3)C2)CC1 (stereo not given)	-10	?	0	2	-14	-20	-4	-11	-22	-1	-2
CCC1Nc2ncnc(N3CCN(c4ccccc4)CC3)c2N(Cc2ccccc2)C1=O (stereo not given)	-2	-13&0	-6&3	11&4	16&8	-21&-1	-4&-1	1&10	-14&5	-4&-2	-10&19
O=C1C(=O)N(CCCn2ccnc2)C(c2ccc(Br)cc2)/C1=C(\O)c1ccc2c(c1)OCCO2 (stereo not given)	5	-20	-24	-19	-13	12	-13	0	-12	-1	-15
COc1ccc2nc(SCc3nc(N)nc(Nc4ccccc4)n3)[nH]c2c1	1	-7	-30	-6	-16	5	3	3	-10	-1	10
CCc1nc2c(OCc3ccc(F)c(F)c3)cccn2c1N(C)C(=O)C1CC1	·	1	1	6	4	4	1	4	-12	-6	6
Cc1onc(-c2ccccc2Cl)c1C(=O)NC(=S)NCc1cccnc1	2	-2	6	6	18	12	-7	-1	-29	-3	-5
COCOc1ccc(/C=C/C(=O)c2c(OCOC)cc(OCOC)c(CC=C(C)C)c2O)cc1OCOC	·	-2	2	·	3	8	7	-16	·	6	4
CSc1nc2c(c(=O)n1C)SC(C)C2 (stereo not given)	2	-4	10	-1	-2	-20	10	-10	-24	10	-10
O=C1c2ccccc2-c2cccc(NS(=O)(=O)c3ccc(C(F)(F)F)cc3)c21	13	-1	-28	0	16	4	2	-5	7	-1	43
Cc1ccc(OCC(=O)Nc2ccccc2C(=O)N2CCCC2)cc1	-28	7	-4	5	12	2	11	-2	4	-2	-2
CC1(C)Cc2nc3[nH]c(=S)n(-c4ccccc4)c(=O)c3cc2CO1	-2	-3	-8	-6	13	-2	-3	0	-6	10	2
Cc1cccc(C)c1NC(=O)c1sccc1SCc1cccc(C(F)(F)F)c1	-1	66*	-3	·	11	9	1	-9	·	4	11
COc1ccc(C)cc1NC(=O)Nc1ccccc1	1	-1	-2	-2	-1	0	-1	-7	-2	-5	-13
CCOc1cc(/C=C2/C(=N)N3OC(C)=CC3=NC2=O)ccc1OC	3	-1	-11	-10	-3	-1	-13	-7	-24	-6	0

Arranged by length of the SMILES (high to low): 13 of the compounds above.
SMILES	TLR9-MyD88 inh	Exocytosis inh	SRC1 inh	NR2F2 inh	LRH-1 inv ag	SRC3 inh	TWEAK Fn14 block	NOD2 RIPK2 PPI	SRC2 inh	ABHD5-PLIN5 inh	TROY signal inh
O=C1C(=O)N(CCCn2ccnc2)C(c2ccc(Br)cc2)/C1=C(\O)c1ccc2c(c1)OCCO2 (stereo not given)	5	-20	-24	-19	-13	12	-13	0	-12	-1	-15
O=C1c2ccccc2-c2cccc(NS(=O)(=O)c3ccc(C(F)(F)F)cc3)c21	13	-1	-28	0	16	4	2	-5	7	-1	43
CCC1Nc2ncnc(N3CCN(c4ccccc4)CC3)c2N(Cc2ccccc2)C1=O (stereo not given)	-2	-13&0	-6&3	11&4	16&8	-21&-1	-4&-1	1&10	-14&5	-4&-2	-10&19
CCc1nc2c(OCc3ccc(F)c(F)c3)cccn2c1N(C)C(=O)C1CC1	·	1	1	6	4	4	1	4	-12	-6	6
COc1ccc2nc(SCc3nc(N)nc(Nc4ccccc4)n3)[nH]c2c1	1	-7	-30	-6	-16	5	3	3	-10	-1	10
CCOc1cc(/C=C2/C(=N)N3OC(C)=CC3=NC2=O)ccc1OC	3	-1	-11	-10	-3	-1	-13	-7	-24	-6	0
COc1ccccc1C(=O)NCCC(=O)NCC(c1ccccc1)N(C)C (stereo not given)	-11	18	-2	-5	15	6	-15	-3	-9	-3	1
CSc1ccc(C(=O)C2CCCN(C(=O)c3nonc3C)C2)cc1 (stereo not given)	-17	-2	-25	-1	14	4	-10	-9	-61	-3	-33
Cc1ccc(OCC(=O)Nc2ccccc2C(=O)N2CCCC2)cc1	-28	7	-4	5	12	2	11	-2	4	-2	-2
COc1ccc([N+](=O)[O-])cc1NC(=O)c1cccnc1	-5	-6	6	13	-1	-12	5	1	-27	4	-32
O=S(=O)(c1cc(Cl)ccc1Cl)n1nnc2ccccc21	-17	-7	-42	5	-8	20	1	-9	13	3	10
COC(=O)c1c(N)c2ccccc2[nH]c1=O	-15	0	-11	14	-14	25	6	-9	-30	3	-12
CSc1nc2c(c(=O)n1C)SC(C)C2 (stereo not given)	2	-4	10	-1	-2	-20	10	-10	-24	10	-10

Going on with the list:
SMILES	TLR9-MyD88 inh	Exocytosis inh	SRC1 inh	NR2F2 inh	LRH-1 inv ag	SRC3 inh	TWEAK Fn14 block	NOD2 RIPK2 PPI	SRC2 inh	ABHD5-PLIN5 inh	TROY signal inh
CC1=C(C(=O)OCc2ccccc2)C(c2ccccc2[N+](=O)[O-])NC(=O)N1C (stereo not given)	8	-7	-13	7	-1	6	12	-1	2	-5	13
COCCNCc1ccc(Cl)cc1Cl	3	0	6	3	4	18	-12	-6	-20	-3	3
CCOC(=O)c1ccc(N2C(=O)c3n[nH]c(C)c3C2c2ccc(OC)cc2)cc1 (stereo not given)	3	1	1	14	7	3	-21	8	-12	1	17
N/C(=N\OC(=O)Oc1ccccc1)c1ccc([N+](=O)[O-])cc1	5	0	3	-12	13	26	0	-13	-15	-2	-7
COc1ccccc1OCCN(C#N)c1nc(N(C)C)nc(N(C)C)n1	2	-2	-4	-17	4	8	-13	9	2	-1	-8
CCOc1ccccc1OCCC(=O)OCC(=O)Nc1c(C)nn(-c2ccccc2)c1C	2	-4	-6	7	5	-8	16	-7	-4	1	20
Cc1ccc(NC(=O)Cn2c(O)c(N=NC(N)=S)c3ccccc32)cc1	13	-10	8	20	24	26	-17	-4	14	0	10
COCCNC(=O)CN(C(=O)c1ccc(N2CCCC2)nc1)c1ccc(Cl)cc1	12	-8	6	1	7	-4	13	-6	-17	1	9
N#Cc1ccccc1NC(=O)CN1CCOCC1	-1	2	-3	13	-3	-1	-6	8	2	4	-5
Cc1ccc(NC(=O)CSc2nc(N)cc(=O)[nH]2)cc1Cl	1	0	13	11	-9	9	-12	3	6	4	-1
CCN(CC)C(=O)c1ccc(-c2nnc(Nc3ccc(C(=O)NC)cc3)c3ccccc23)cc1	-1	-1	2	-2	13	9	16	3	9	1	15
CCC(c1nnc(SCC(=O)Nc2ccc(C(=O)Nc3ccccc3OC)cc2)o1)N(C)C (stereo not given)	-8	4	-7	-5	0	-4	-5	-8	-19	-5	12
Cc1nc2c(c3c1[nH]c1ccccc13)C(=O)CC(C)(C)C2	5	-2	10	-7	13	-5	25	8	2	5	13
CCc1cc(=O)oc2cc(C)cc(OC(C)C(=O)NCc3ccccn3)c12 (stereo not given)	-6	6	-4	2	2	8	-3	-14	4	-3	7
O=C1c2ccccc2C(=O)N1CCCCNc1ccccc1	-7	-6	-35	-12	-7	-7	-27	2	-22	-3	-51
CCCN(CC(=O)Nc1cc(C)on1)S(=O)(=O)c1cccc(C(F)(F)F)c1	3	-14	-9	5	-5	11	7	-3	-3	3	-17
CCN(CC)S(=O)(=O)c1ccc2oc(C(=O)O)c(C)c2c1	-7	5	-4	7	4	-15	-4	-8	-16	-2	-12
CN(c1ccccc1)S(=O)(=O)c1ccc2[nH]c(=O)oc2c1	7	0	8	15	2	-12	17	0	5	9	-13
OC[C@H]1OC(Nc2ccc(N=Nc3ccccc3)cc2)[C@@H](O)[C@@H](O)[C@@H]1O (stereo not given in full)	-3	12	-28	3	-87	-32	-8	2	-30	2	-17
O=C(CN1CCN(S(=O)(=O)c2ccccc2)CC1)Nc1ccccc1C(=O)NC1CC1	2	-2	-8	5	-1	4	5	3	0	7	-14
COc1ccc([N+](=O)[O-])cc1N/C(=N/S(=O)(=O)c1ccccc1)c1ccccc1	-2	3	-13	-12	-7	0	1	-5	-21	-1	-8
NC(=O)[C@@H]1CC2(CC(c3cccc(NC(=O)CC(c4ccccc4)c4ccccc4)c3)=NO2)CN1C(=O)COc1ccc(Cl)cc1 (stereo not given in full)	3	-1	-9	14	13	-13	31	4	0	-2	23
CN(Cc1nc(-c2ccccn2)no1)S(=O)(=O)c1ccccc1	0	13	-17	3	-20	8	7	5	-23	8	-5
Cc1ccc(C(=O)N/C(=C/c2ccco2)C(=O)NCCCn2ccnc2)cc1	-15	0	-15	5	-17	11	1	2	16	1	-14
COc1ccc(CNC(=O)c2ccc(NC(=O)CC3SC(N4CCCC4)=NC3=O)cc2)cc1 (stereo not given)	-1	2	1	9	-9	-3	13	5	15	1	-1
CNC(=O)c1oc(-c2ccccc2)nc1C	-1	5	12	-5	14	18	4	-6	15	3	-8
O=C(C[C@H]1C/C=C\C[C@H](Cc2ccc(F)cc2)C(=O)OCCNC1=O)NCCO	-5	-4	-6	10	-11	5	2	-4	7	0	6

Source: PubChem
